ARNT-TACC3 inh: disruptors of ARNT/TACC3 protein interaction, primary screen, biochemical, AlphaScreen, single concentration. Transforming acidic coiled-coil-containing protein 3 (Homo sapiens), Q9Y6A5. AlphaScreen His-ARNT PAS-B/GST-TACC3 binding, luminescence; TACC3 fragment carries E629A point mutation. inhibition, % at 9.99 µM. 390,000 compounds, 0.66% hits;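 active means mean inhibition of replicates at least 50% and at least half of replicates each reaching 50%; inconclusive means half or more replicates reach 50% but mean below 50%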;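 further: 0% = complete ARNT plus TACC3 wells and 100% = ARNT alone without TACC3; many hits fall short of the cut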
RAD52 anneal inh: RAD52 DNA annealing inhibitors, primary screen, biochemical, FRET, single point, set 2; DNA repair protein RAD52 homolog (Homo sapiens), P43351; recombinant RAD52 DNA annealing, FRET fluorescence; inhibition, % at 18.7 µM; 360,000 compounds, 0.46% hits; AID 651710, 2012;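 active means every replicate showing at least 50% inhibition; inconclusive means mean inhibition at least 50% but not in every replicate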
RAD54 branch: inhibitors of human RAD54 branch migration, primary screen, biochemical, fluorescence, single point; RAD54 Holliday junction branch migration, FAM/BHQ fluorescence; DNA repair and recombination protein RAD54-like (Homo sapiens), Q92698; inhibition, % at 10.4 µM; 360,000 compounds, 0.14% hits;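 active means mean normalized replicate activity at least 40 and at least half of replicates scoring 40 or more; inconclusive means only one of the two criteria met; inactive means mean below 40 and under half of replicates reaching 40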;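 further: 0% = median of neutral control wells and 100% = median of positive control wells; inhibitors cause a drop in the FAM fluorescence signal; in these data hits start at about 50%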
PglD inh: C. jejuni PglD acetyltransferase inhibitors, primary screen, biochemical, DTNB colorimetric, single point; purified PglD enzyme, DTNB colorimetric CoA detection; inhibition, % at 12.5 µM; 360,000 compounds, 0.098% hits; AID 602405, 2012; in the data active means inhibition above about 16%, passing the limit was not always enough; inconclusive means no clear call, values can overlap the other calls; further: strong numbers were not always called active
CASP6 VEID inh: human caspase-6 inhibitors, primary screen, biochemical, VEID-R110 fluorescence, single point, set 2; 350,000 compounds, 0.53% hits; inhibition, % at 12.5 µM; P55212; purified caspase-6, Z-VEID-R110 cleavage fluorescence;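 active means mean inhibition across replicates at least about 35%, with every replicate also reaching that limit, limit read from the data; inconclusive means only one of the two criteria met; inactive means neither criterion met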;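 further: 0% = median of neutral control wells and 100% = no fluorescence left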
Target sequence (P55212 24-179 limits assumed): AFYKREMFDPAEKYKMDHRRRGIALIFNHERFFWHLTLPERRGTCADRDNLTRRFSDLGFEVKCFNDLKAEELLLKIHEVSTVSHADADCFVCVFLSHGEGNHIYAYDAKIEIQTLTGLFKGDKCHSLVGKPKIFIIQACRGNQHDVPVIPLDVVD
Target sequence (P55212 194-293 limits assumed): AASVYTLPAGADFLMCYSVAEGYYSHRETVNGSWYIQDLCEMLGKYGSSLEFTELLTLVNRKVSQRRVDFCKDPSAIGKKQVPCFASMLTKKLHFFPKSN
ERp5 inh: inhibitors of ERp5-driven insulin aggregation, primary screen, biochemical, turbidity, absorbance 650 nm, single point; Protein disulfide-isomerase A6 (Homo sapiens), Q15084; 90 min; inhibition, % at 9.99 µM; 350,000 compounds, 0.05% hits; AID 651711, 2012;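 active means mean replicate inhibition above about 25%, with every replicate also reaching it, limit read from the data, passing the limit was not always enough; inconclusive means only one of those two criteria met; inactive means neither criterion met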
Target sequence (Q15084 whole entry, looked up): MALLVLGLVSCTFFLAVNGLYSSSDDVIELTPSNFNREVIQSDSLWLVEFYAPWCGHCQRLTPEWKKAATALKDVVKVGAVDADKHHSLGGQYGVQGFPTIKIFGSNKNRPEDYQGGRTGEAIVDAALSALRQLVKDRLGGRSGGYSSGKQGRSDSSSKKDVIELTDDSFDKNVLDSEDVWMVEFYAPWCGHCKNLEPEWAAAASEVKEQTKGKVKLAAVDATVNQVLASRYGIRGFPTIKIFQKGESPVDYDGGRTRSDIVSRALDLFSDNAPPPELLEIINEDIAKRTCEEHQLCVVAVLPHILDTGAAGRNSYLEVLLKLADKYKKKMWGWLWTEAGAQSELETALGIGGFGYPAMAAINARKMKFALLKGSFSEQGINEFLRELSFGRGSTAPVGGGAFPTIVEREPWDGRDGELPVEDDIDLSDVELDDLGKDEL
E-sel inducer: E-selectin induction in HUVECs, primary screen, imaging, HUVEC, immunofluorescence imaging, single point; 260,000 compounds, 0.37% hits; P16581; normalized: neutral wells 0, TNF-alpha wells 100; activation, % at 7.58 µM; AID 686992, 2013;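 active means mean E-selectin-positive cell signal at least 10% of the positive control, reached in at least 60% of replicates, without over 20% cell loss; inconclusive means no rule given, readout overlaps actives, possibly toxicity-flagged; inactive means the rest, including those meeting only one limit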;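 further: in these data hits start at about 27%; measured in HUVEC primary endothelial cells; signal is the percent of cells scored E-selectin positive by PE staining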
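Assay system: HUVEC primary endothelial cells. Input: 3,000 HUVEC seeded per well. Doses: one compound dose added by pin transfer. Read-out basis: % PE-positive cells. Benchmarks: TNF-alpha high, DMSO low. Detection: immunofluorescence imaging. Buffer or medium: EGM-2, gelatin.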
esBAF inh: Bmi1 luciferase reporter increase in mESCs, primary screen, esBAF inhibitor project, mouse ES cells, Bmi1 luciferase knock-in, single point. reporter increase, % at 12.5 µM. 350,000 compounds, 2% hits. 24 h; 100% = twice the neutral-well signal; in the data active means activation above about 40%; inconclusive means no clear call, values can overlap the other calls;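 further: 0% = median of the plate's neutral control wells and 100% = double that signal; a rise in the Bmi1 reporter signal indicates esBAF inhibition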
* hit, by the source's call; ? = inconclusive; · = not tested or not shown.

smiles	ARNT-TACC3 inh	RAD52 anneal inh	RAD54 branch	PglD inh	CASP6 VEID inh	ERp5 inh	E-sel inducer	esBAF inh
O=C(NCc1ccccc1)[C@@H]1CCCN1C(=O)[C@@H]1CCCN1C(=O)c1ccc(Cl)cc1Cl	·	-2	·	·	0	-8	-0.1	·
CC1CCN(C(=O)COC(=O)c2ccc(Br)o2)CC1	-5	-6	0	-1	-3	0	·	15
CCC1(c2ccccc2)C(=O)NCNC1=O	-5	-10	0	2	·	1	0.5	3
O=C(CNS(=O)(=O)c1ccc(C(=O)N2CCOCC2)cc1)N1CCOCC1	-5	·	-2	-1	·	·	·	1
Cc1ccc(NC(=O)CSCC(=O)Nc2ccccc2N2CCCCC2)cc1	4	-9	2	1	1	2	0.5	1
Cc1nn(CCCC(=O)Nc2cccnc2Cl)c(C)c1[N+](=O)[O-]	-3	-9	11	4	-1	2	·	0
CCC(=O)Nc1ccc2c(c1)C(=O)N(C)C[C@H](OC)[C@H](C)CN(Cc1ccccc1)[C@@H](C)CO2	-4	-9	4	1	5	0	0.0	1
CN1CCN(C(=O)C[C@@H]2CC[C@H]3[C@@H](COC[C@H](O)CN3CC3CCCC3)O2)CC1	·	-3	·	·	-56	1	0.1	·
O=C(c1cccnc1)N1CCCCN2[C@H](C1)[C@@H](c1ccc(C#Cc3cccnc3)cc1)[C@@H]2CO	-4	-12	-3	3	·	-10	-0.4	·
CC(CN1CCNCC1)(NS(=O)(=O)c1ccccc1)c1ccccc1 (centres undefined)	1	·	6	5	·	·	·	-4
CN1CCN(C(=O)C[C@H]2CC[C@H]3[C@@H](COC[C@H](O)CN3C(=O)C3CCCC3)O2)CC1	-6	-64	1	0	-2	-6	0.0	1
Cc1ccc(/C=N/Nc2ncc(Cl)cc2Cl)s1	1	-12	·	·	-1	3	·	·
O=C(COc1ccccc1[N+](=O)[O-])OCC(=O)c1ccc(Br)s1	4	-30	-5	-7	1	-4	-0.2	4
C[C@@H]1CN([C@H](C)CO)S(=O)(=O)c2ccc(-c3ccccc3)cc2O[C@H]1CN(C)Cc1cccc(F)c1	-6	13	-6	5	0	-4	·	-12
Cc1nc2ccc(S(=O)(=O)NCC(=O)Nc3ccc(F)cc3)cc2s1	22	-6	-5	5	-3	-1	·	1
Cc1ccc(C(C)C)c(OCC(=O)OCC(=O)c2c(N)n(C)c(=O)n(C)c2=O)c1	·	-11	10	-2	0	3	5.7	-4
CCN(CC)CC(=O)NN=C(c1ccccc1)c1ccccc1	6	·	10	-7	·	·	·	4
O=C1C=C(N2CCN(c3ccccn3)CC2)C(=O)c2c(O)ccc(O)c21	3	-7	·	·	33	-1	0.4	·
CCn1nc(C)c(CNC(=O)CC2C(=O)NCCN2Cc2ccc(C)o2)c1C (centres undefined)	3	-27	·	·	-1	0	0.1	·
COc1cccc(C=CC(=O)C=CC=Cc2ccccc2)c1	0	-34	-2	-1	0	-1	0.8	-13
CCNc1nc(NCC)nc(N/N=C/c2ccc([N+](=O)[O-])o2)n1	19	·	-6	-10	·	·	·	-8
COc1ccc(C2=NO[C@@H]3C(=O)N(C4CCCCC4)C(=O)[C@H]23)cc1OC	-1	·	-3	7	·	·	·	0
COc1cccc(-c2nc(Cc3ccc(OC)c(OC)c3)no2)c1	-36	-5	-11	-7	2	-5	·	13
CCOC(=O)c1ccc(COC(=O)c2ccc3c(c2)-c2ccccc2C3=O)cc1	-9	·	7	0	·	·	-2.1	3
Cc1ccc(N(C)S(=O)(=O)c2ccc(-c3ccc(=O)[nH]n3)s2)cc1C	-4	-22	-7	-2	2	-5	·	2
O=C(Cc1ccncc1)NCC[C@H]1CC[C@H](NC(=O)C2CCOCC2)[C@H](CO)O1	0	-13	-1	1	0	2	0.0	0
O=C(c1ccco1)N1CCC2CC1c1c(Cl)cccc12 (centres undefined)	·	-1	10	-6	-6	2	-0.2	11
CN(C)C(=O)c1cccc(-c2ccc3c(c2)[C@H]2[C@H](CCN2C(=O)Nc2cccc(F)c2)[C@@H](CO)N3C)c1	25	·	8	-2	·	·	-0.6	4
CCCCNC(=O)[C@@H]1CCCN1S(=O)(=O)c1cccc2cccnc12	-1	8	0	0	3	3	-0.1	-1
COC(=O)C[C@H]1C[C@H]2c3cc(NS(C)(=O)=O)ccc3O[C@H]2[C@@H](CO)O1	-3	-15	-8	-5	1	-1	0.1	-5
NS(=O)(=O)c1ccc(NS(=O)(=O)c2ccc(NC(=O)C3CC3)cc2)cc1	3	-5	3	0	-1	4	·	0
COc1ccccc1N(C(=O)c1ccncc1)c1nc(-c2ccc([N+](=O)[O-])cc2)cs1	13	-4	·	·	1	4	·	·
Cc1nn(CC(=O)N2CCN(c3ccccn3)CC2)c(=O)c2cc3sccc3n12	5	·	5	6	·	·	·	-3
O=C(Nc1ccc(Cl)c(Cl)c1)N[C@@H]1CC[C@@H](CCn2cc(C3CC3)nn2)O[C@H]1CO	-3	-4	-5	-2	0	-2	-0.4	-1
C[C@H](CO)N1C[C@H](C)[C@@H](CN(C)S(=O)(=O)c2ccc(F)cc2)OCCCC[C@H](C)Oc2ccc(NC(=O)c3ccncc3)cc2C1=O	0	-35	-6	0	1	0	·	-2
O=C1OC(c2ccccc2)/C(=C(/O)c2ccc(Cl)cc2)C1=O (centres undefined)	-16	·	2	1	·	·	·	-3
O=C(NCCN1CCCCC1)[C@H]1N[C@H]2c3ccc(-c4ccccc4)c(=O)n3C[C@H]2[C@@H]1CO	·	4	·	·	0	8	-0.2	·
CCS(=O)(=O)Nc1ccc2c(c1)C(=O)N(C)[C@@H]1CC[C@H](CC(=O)N[C@@H]3CCN(Cc4ccccc4)C3)O[C@@H]1CO2	-3	·	0	1	·	·	1.8	2
COc1ccc(Oc2nc(C)cc(C)c2C#N)cc1	-10	·	-8	6	·	·	·	-9
CCS(=O)(=O)N1[C@H](CO)[C@H](c2ccc(C3=CCCCC3)cc2)[C@@H]1C#N	-7	9	4	0	-5	-13	0.4	-2
Cc1oc(-c2ccc(Cl)cc2)nc1CS(=O)CC(=O)NCCN1CCCC1 (centres undefined)	-1	-13	-4	-1	-13	-7	-0.4	-4
COc1ccc(NC(=O)N2CCN(c3nc(-c4cccc(OC)c4)cs3)CC2)cc1	-1	·	0	-3	·	·	·	26
CC(NC(=O)Nc1ccc(Cl)cc1)C(c1cccs1)N1CCOCC1 (centres undefined)	-1	1	-13	2	0	2	·	0
C[C@H](C(=O)N(C)C[C@@H]1OCc2ccccc2-c2ccccc2C(=O)N([C@@H](C)CO)C[C@@H]1C)c1ccccc1	1	4	-3	2	4	6	-0.2	0
COC(=O)c1cccc(NC(=O)CCN2C(=O)C3CC=CCC3C2=O)c1 (centres undefined)	5	-8	1	0	-1	6	1.1	1
O=C(CNC(=O)c1ccccc1)OCc1cc(=O)n2cc(Br)ccc2n1	-8	-7	·	·	3	-1	·	·
Cn1c(N)c(C(=O)CSc2nnc(-c3ccccc3F)n2C2CC2)c(=O)n(C)c1=O	3	-18	·	·	-3	2	·	·
C[C@H]1CN([C@@H](C)CO)C(=O)Cc2cc(NS(=O)(=O)c3ccc(Cl)cc3)ccc2O[C@H]1CN(C)Cc1ccc(C(=O)Nc2ccccc2N)cc1	·	-3	·	·	1	0	1.9	·
O=S(=O)(N[C@H]1CC[C@H](CCn2cc(C3(O)CCCC3)nn2)O[C@H]1CO)c1ccccc1	-5	-3	-3	-2	-1	2	-1.9	9
COc1ccc(C(=O)O)cc1NS(=O)(=O)c1cccc2nsnc12	-8	·	0	9	·	·	·	1

Whole records, quoted from the list:
CCS(=O)(=O)N1[C@H](CO)[C@H](c2ccc(C3=CCCCC3)cc2)[C@@H]1C#N is entered as ARNT-TACC3 inh = -7; RAD52 anneal inh = 9; RAD54 branch = 4; PglD inh = 0; CASP6 VEID inh = -5; ERp5 inh = -13; E-sel inducer = 0.4; esBAF inh = -2
NS(=O)(=O)c1ccc(NS(=O)(=O)c2ccc(NC(=O)C3CC3)cc2)cc1 is entered as ARNT-TACC3 inh = 3; RAD52 anneal inh = -5; RAD54 branch = 3; PglD inh = 0; CASP6 VEID inh = -1; ERp5 inh = 4; E-sel inducer = ·; esBAF inh = 0

(more compounds)
Second line of a record: ARNT-TACC3 inh	RAD52 anneal inh	RAD54 branch	PglD inh	CASP6 VEID inh	ERp5 inh	E-sel inducer	esBAF inh
> O=C(N[C@H]1CC[C@H](CCn2cc(-c3ccccn3)nn2)O[C@@H]1CO)c1ccc(F)cc1
→ 59*	-21	2	-1	4	-4	2.8	2
> O=C(NC1Cc2ccccc2C1)[C@H]1[C@H](CO)[C@H]2Cn3c(cccc3=O)[C@@H]1N2Cc1ccccc1F
→ ·	-4	-3	-3	·	3	0.5	2
> Cc1ccc(Cl)c2c(N=Nc3ccccc3)c(O)[nH]c12
→ -6	-13	-7	1	-3	2	·	58*
> COP(=O)(OC)C(Nc1ccc([N+](=O)[O-])cc1)c1ccccc1 (centres undefined)
→ -49	-7	·	·	-2	4	?	·
> CC(=O)c1cnc2ncnn2c1C
→ 10	·	6	0	·	·	-0.1	·
> COc1cccc(C(O)c2nc(-c3cc(F)cc(F)c3)cs2)c1 (centres undefined)
→ ·	-1	3	-1	2	-2	0.4	-5
> Cc1cc(C(=O)NC2CC(C)(C)Cc3c2cnn3-c2cccc(F)c2)n(C)n1 (centres undefined)
→ -2	1	19	0	6	2	·	·
> Cc1[nH]c2ccccc2c1C1=CC(=O)C=CC1=O
→ 21	-20	-2	2	4	-2	1.0	2
> COc1ccc(/C=C/C(=O)c2cc(F)ccc2OC(=O)c2ccc(OC)c(OC)c2)cc1OC
→ -1	-27	7	-6	2	2	·	·

Among those listed so far, these contain a cyano group:
Second line of a record: ARNT-TACC3 inh	RAD52 anneal inh	RAD54 branch	PglD inh	CASP6 VEID inh	ERp5 inh	E-sel inducer	esBAF inh
> COc1ccc(Oc2nc(C)cc(C)c2C#N)cc1
→ -10	·	-8	6	·	·	·	-9
> CCS(=O)(=O)N1[C@H](CO)[C@H](c2ccc(C3=CCCCC3)cc2)[C@@H]1C#N
→ -7	9	4	0	-5	-13	0.4	-2
